Bioassay records from PubChem.
V1R ag counter – activates human V1a receptor in oxytocin agonist counter-screen; P37288; CHO-V1R cells, Fluo-8 calcium fluorescence, agonist mode; 0% DMSO, 100% 3 nM vasopressin; activation, % at 3 µM; hit rate 0.25% among 320,000;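 active = activation above the mean activation of all tested compounds plus 3 SD, per screening run, cut at about 20% in these data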;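 note: signal is peak over basal fluorescence ratio across a 100 second FLIPR read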
Target sequence (P37288 whole entry, looked up): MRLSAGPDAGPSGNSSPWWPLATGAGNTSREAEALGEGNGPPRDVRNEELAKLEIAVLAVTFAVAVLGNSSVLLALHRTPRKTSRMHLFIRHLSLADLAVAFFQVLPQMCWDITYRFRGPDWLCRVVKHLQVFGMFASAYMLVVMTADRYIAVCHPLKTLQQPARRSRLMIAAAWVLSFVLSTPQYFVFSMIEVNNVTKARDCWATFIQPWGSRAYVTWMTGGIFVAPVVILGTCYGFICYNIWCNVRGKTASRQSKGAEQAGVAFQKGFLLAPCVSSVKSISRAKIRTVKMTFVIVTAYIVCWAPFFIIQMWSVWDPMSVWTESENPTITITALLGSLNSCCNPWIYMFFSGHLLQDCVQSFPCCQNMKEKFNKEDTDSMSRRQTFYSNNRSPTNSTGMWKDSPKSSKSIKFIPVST
OXTR ag – human OXTR agonism; P30559; CHO-OTR cells, Fluo-8 calcium fluorescence; normalized: DMSO 0%, oxytocin 100%; activation, % at 3 µM; hit rate 0.32% among 320,000;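 active = activation above the mean of all tested compounds plus 3 SD, cutoff set per screening run, cut at about 20% in these data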;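 note: peak over basal fluorescence ratio from a 100 s FLIPR kinetic read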
MEKK2 mut-MEK5 – signal of MEK5 binding to mutant human MEKK2 PB1 domain. bead flow cytometry, Alexa488-MEK5 binding to MEKK2 mutant. percent response, % at 10 µM. hit rate 0.35% among 290,000. AID 1530; in the data active = percent response above about 24%, passing the limit was not always enough; note: inactives centre near 1; some results filed as inactive read as strong as hits
NALP1 inh – NALP1 inhibition. inhibition, % at 10 µM. hit rate 0.61% among 280,000. S. cerevisiae NALP1/ASC/caspase-1 growth, X-gal OD620, 72 h; in the data active = inhibition mostly above about 24%, no sharp cut-off; inactive = mostly below about 32%; note: some compounds called inactive have numbers as strong as hits
GPR7 antagonist – human neuropeptides B/W receptor 1 antagonism | P48145 | GPR7-expressing cells, fluorescence antagonist assay | inhibition, % at 4.4 µM | hit rate 1.1% among 290,000; in the data active = inhibition above about 16%, passing the limit was not always enough;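 note: cells stimulated with the agonist NPW; 0% = agonist with vehicle and 100% = vehicle without agonist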
Target sequence (P48145 whole entry, looked up): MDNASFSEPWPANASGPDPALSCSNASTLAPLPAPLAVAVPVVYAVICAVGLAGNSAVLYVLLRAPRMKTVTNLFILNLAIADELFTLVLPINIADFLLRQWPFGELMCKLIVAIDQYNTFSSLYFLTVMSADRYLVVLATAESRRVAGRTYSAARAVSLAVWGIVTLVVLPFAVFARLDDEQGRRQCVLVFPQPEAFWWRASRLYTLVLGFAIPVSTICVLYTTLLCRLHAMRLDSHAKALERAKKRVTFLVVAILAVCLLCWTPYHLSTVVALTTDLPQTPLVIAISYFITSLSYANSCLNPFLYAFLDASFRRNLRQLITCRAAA
PfM18AAP inh – blocks P. falciparum M18 aspartyl aminopeptidase; recombinant PfM18AAP, H-Glu-NHMec fluorogenic cleavage; inhibition, % at 7.35 µM; hit rate 1.2% among 290,000;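 active = inhibition above the campaign mean inhibition over all tested compounds plus 3 SD, cut at about 28% in these data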;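 note: 0% = plate median of test compound wells and 100% = 2 mM ZnCl2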
GalR3 antagonist – blocks the human galanin receptor 3. AID 651719. HEK293 GalR3-CNG cAMP membrane potential fluorescence; galR3 body fused to GalR1 C-terminus. O60755. hit rate 0.44% among 360,000. inhibition, % at 3 µM;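 active = inhibition above the screen-wide average plus 3 SD, cut at about 13% in these data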;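 note: forskolin and galanin both at EC90 stimulate the cells; cAMP rise reported by CNG channel membrane potential dye signal; 0% = forskolin plus galanin with DMSO and 100% = forskolin alone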
Target sequence (O60755 1-299 limits assumed): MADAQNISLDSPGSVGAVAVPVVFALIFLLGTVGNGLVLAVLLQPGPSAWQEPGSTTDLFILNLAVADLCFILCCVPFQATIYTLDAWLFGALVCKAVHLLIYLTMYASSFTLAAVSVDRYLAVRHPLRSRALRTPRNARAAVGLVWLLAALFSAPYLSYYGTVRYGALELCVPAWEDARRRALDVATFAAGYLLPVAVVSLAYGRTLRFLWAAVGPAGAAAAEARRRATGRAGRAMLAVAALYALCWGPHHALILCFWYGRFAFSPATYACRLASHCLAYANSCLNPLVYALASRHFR
MEKK2wt PB1 HTS – raises or lowers MEK5 binding to wildtype human MEKK2 PB1 domain | Q9Y2U5 | bead flow cytometry, Alexa488-MEK5 binding to MEKK2 WT; actives lie on both sides | binding response (% of control), % at 10 µM | hit rate 1.1% among 290,000 | AID 1531; in the data active = binding response below about 67% or above about 130%
OXTR potentiate – potentiates the human oxytocin receptor response; P30559; CHO-OTR cells, Fluo-8 calcium fluorescence, potentiator mode; 0% = oxytocin EC15, 100% = EC100; activation, % at 3 µM; hit rate 0.061% among 320,000;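 active = activation above that plate's cutoff, the mean activation of tested compounds plus 3 SD, cut at about 6.6% in these data, passing the limit was not always enough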;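 note: 100% uses oxytocin at 75 nM as the full agonist control; some results filed as inactive read as strong as hits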
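Material: CHO-OTR cells, human receptor; compound dosing: single dose, 3.0 µM nominal final compound concentration; schedule: 6 min compound pre-incubation at room temperature, 100 s kinetic read; measured by: kinetic Fluo-8 calcium fluorescence; read-out basis: % activation vs EC15 and EC100 oxytocin; controls: EC15 oxytocin alone as 0%, 75 nM oxytocin as 100%; replicates: singlicate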
The depositor's hits bear a star; / = not tested or not shown.

structure | V1R ag counter | GalR3 antagonist | MEKK2wt PB1 HTS | PfM18AAP inh | GPR7 antagonist | MEKK2 mut-MEK5 | OXTR ag | OXTR potentiate | NALP1 inh
CCn1c(C(=O)O)c(CC(=O)Nc2ccc(Br)cc2C)c2ccccc21 | -0.1 | -13 | 99 | 13 | -4 | 2 | -0.4 | -6 | 10
NC(=O)C1CCN(c2c([N+](=O)[O-])cc(C(F)(F)F)cc2[N+](=O)[O-])CC1 | 1.8 | 2 | 82 | -9 | -5 | -12 | 0.0 | -9 | 26
Cc1ccc(C)c(NC(=S)NNC(=O)c2ccco2)c1 | -0.4 | -5 | 89 | -3 | -5 | -6 | 0.1 | -2 | /
CC(=O)NC(CC(=O)NC1CCCCC1)c1ccccc1 (configuration not stated) | 0.0 | -4 | 101 | 3 | 3 | 1 | 0.6 | 1 | 30
CC(Oc1cccc(Cl)c1)C(=O)Nc1ccncc1 (configuration not stated) | 5.9 | -4 | 90 | 0 | 3 | -9 | 2.4 | -11 | 14
COc1ccccc1/C=N/n1c(C)nnc1-n1nc(C)cc1C | 0.6 | -5 | 92 | 4 | -3 | -1 | 0.0 | 1 | 3
COC(C(=O)Nc1ccnn1C1CCN(Cc2nccs2)CC1)c1ccccc1 (configuration not stated) | 0.9 | -2 | 103 | -2 | -3 | 4 | 0.1 | 2 | 17
C=CCN1C(=O)C(CC(=O)O)SC1=Nc1cccc([N+](=O)[O-])c1 (configuration not stated) | 1.0 | -5 | 97 | -8 | 0 | -2 | 0.0 | -11 | 4
O=c1c2cc(Br)ccc2nc(-c2ccc(Cl)cc2)n1O | 1.4 | -1 | 111 | 0 | -12 | 13 | 0.6 | -1 | 4
COc1ccccc1NS(=O)(=O)c1cc(C(=O)N2CCCCCC2)ccc1C | 0.7 | -5 | / | / | / | / | -0.1 | -6 | /
Cc1ccc(C(=O)c2coc3cc([N+](=O)[O-])c(O)c([N+](=O)[O-])c23)cc1 | 0.6 | 0 | 95 | 33* | -1 | -1 | -1.6 | -3 | 14
Cc1ccc(NS(=O)(=O)c2c(C(=O)N3CCOCC3)c(C)n(C)c2C)cc1C | -0.3 | -3 | 99 | -5 | -11 | 0 | 0.1 | -4 | 9
CCOc1ccc(OCC(=O)Nc2ccc(S(=O)(=O)Nc3cc(C)nc(C)n3)cc2)cc1 | -0.7 | -6 | 103 | 1 | -9 | 5 | -1.1 | -15 | -4
CCN(Cc1ccncc1)C(=O)CCc1nnc(CCC2CCCCC2)o1 | 1.6 | -6 | 88 | -4 | 2 | -13 | -0.1 | 0 | 3
O=C(CSc1nccc(=O)[nH]1)Nc1cccc2ccccc12 | -0.3 | -6 | 103 | 0 | -20 | 7 | 0.3 | -4 | -2
Cc1cc2ncn(CC3CC3(Cl)Cl)c2cc1C (configuration not stated) | 1.2 | 1 | 96 | -1 | -3 | -2 | -2.2 | 0 | 9
CCOC(=O)C1(Cc2ccccc2C(F)(F)F)CCN(C2CCSC2)CC1 (configuration not stated) | -0.5 | -5 | 115 | 2 | -4 | 14 | -1.7 | -9 | 10
CC(NC(=S)Nc1ccc(F)cc1)c1ccccc1 (configuration not stated) | 6.5 | -11 | 105 | 10 | -16 | 3 | 2.3 | -2 | -6
O=S(=O)(c1cccc(-c2nnc(SCc3ccc(Cl)cc3)o2)c1)N1CCCCC1 | 0.0 | 0 | 109 | -11 | 0 | 10 | -0.9 | -11 | -9
COc1cc2c(cc1NC(=O)c1cccc(Br)c1)CCCC2 | -0.6 | -1 | / | -2 | 3 | / | -1.7 | -15 | -2
CCCNC(=O)COc1coc(CN2CCN(c3ccccc3OC)CC2)cc1=O | 1.2 | 1 | 108 | -10 | -2 | 5 | 0.7 | -6 | 4
O=C1C(Cl)=C(NC(=O)c2ccccc2)C(=O)C(Cl)=C1NC(=O)c1ccccc1 | 4.8 | -10 | 99 | 25 | -34 | 0 | -1.8 | 2 | 1
CCN=C1SC(CC(=O)NCCc2ccc(OC)c(OC)c2)C(=O)N1CC (configuration not stated) | -0.3 | -5 | 110 | -13 | -10 | 6 | -0.8 | -3 | 7
Cc1cc(C)n(-c2c(C)[nH]c3ccccc23)n1 | 0.7 | -4 | 97 | -1 | -19 | -3 | 0.7 | -3 | 8
CCCc1nnc2n1N=C(c1ccc([N+](=O)[O-])cc1)CS2 | -2.0 | -1 | 105 | -5 | -12 | 0 | -2.3 | -6 | 12
Cc1cccc(C(=O)NCc2nnc(SC(C)C(=O)Nc3nnc(C)s3)n2C)c1 (configuration not stated) | -0.2 | -4 | / | / | / | / | 1.0 | 6 | /
Cc1ccc(C)c(OCC(=O)N(C)CC(=O)Nc2ccc(Cl)c(C(F)(F)F)c2)c1 | 1.7 | 5 | / | / | / | / | 1.2 | -7 | /
C/C(=N\NC(N)=O)c1ccc(Cl)cc1 | 0.6 | -3 | / | -11 | 10 | / | -0.5 | -3 | 8
CC(=O)c1cccc(NC(=O)CN(c2cccc(F)c2)S(C)(=O)=O)c1 | 1.4 | -3 | 98 | -2 | -13 | 10 | 0.6 | -4 | -4
O=C(NCc1ccco1)NCC(F)(F)F | -0.8 | 4 | 100 | -1 | -11 | 7 | -0.3 | -6 | -2
CSc1ccc2c(c1)C(N1CCN(C)CC1)Cc1ccc(F)cc1S2 (configuration not stated) | 10 | -5 | / | / | / | / | 26* | -8 | /
CC[C@H](C)[C@H](NC(=O)c1ccccc1)C(=O)NC(CC(=O)O)c1ccc(F)cc1 (some centres not stated) | -1.1 | -6 | 111 | -4 | -16 | 5 | -0.2 | 4 | 20
COc1ccc(CN2CCCC(C(=O)Nc3cccc(-n4cccn4)c3)C2)c(F)c1 (configuration not stated) | 2.8 | 0 | 116 | -1 | 1 | 8 | 2.6 | -9 | 14
CCN(CCn1cccn1)Cc1nc(-c2ccc(C(=O)OC)cc2)no1 | 5.2 | -1 | 95 | -13 | 9 | -8 | 4.5 | -5 | 3
CCCC(=O)NNC(=O)c1c(O)c2ccccc2[nH]c1=O | 0.1 | -3 | 95 | -11 | -3 | -5 | 0.8 | -2 | 5
CSc1nc2ccccc2n1Cc1cccc(F)c1 | -1.5 | -3 | 98 | -9 | -10 | 6 | -2.6 | -7 | -4
C#CCOCCOCCOCCNc1nc(N2CCN(C(=O)CCCCCCCCCCNC(=O)[C@H](CCCCN)n3cc(CCO)nn3)CC2)nc(N2CCN(C(=O)CCCCCCCCCCNC(=O)[C@H](CCCCN)n3cc(CCCC(=O)O)nn3)CC2)n1 | 1.2 | -8 | / | / | / | / | 0.9 | -13 | /
CCOC(=O)c1sc(NC(=O)CSc2nnc(C(C)C)n2C)nc1C | 0.1 | -3 | 86 | 1 | -13 | -3 | 0.0 | -8 | -9
COC(=O)CN=Cc1c(C)[nH]n(-c2ccccc2)c1=O | 1.0 | -1 | 105 | -16 | -11 | -1 | 0.5 | -1 | 2
Cc1ccc(-c2nn3c(C)nnc3s2)cc1NC(=O)c1cccs1 | -0.6 | -1 | 98 | -1 | 3 | 5 | -0.7 | -4 | 8
COc1cc(Cl)c(CN2CCCC(CO)(Cc3ccccc3)C2)cc1OC (configuration not stated) | 0.1 | -10 | 108 | 6 | -5 | 5 | -0.1 | 5 | 18
CC1CCCC(C)N1/N=C/c1cc(Br)c(O)c(Br)c1 (configuration not stated) | 2.2 | 1 | 98 | 2 | -9 | -1 | 0.3 | -3 | 22
CCN(CC)CCOC(=O)c1c(C)oc2ccc(OC)cc12 | 0.4 | -11 | 105 | 3 | 11 | 3 | 0.8 | -1 | 27
Cc1c(NC(=O)c2ccc(N3CCCC3)c([N+](=O)[O-])c2)cccc1-c1nc2ccccc2s1 | 0.2 | -7 | 94 | -3 | 22 | 0 | 0.3 | -15 | 23
Cc1cc(NC(=O)Nc2ccc(F)cc2F)n(C)n1 | 0.3 | -2 | 101 | -7 | -9 | -4 | -0.2 | -3 | 14
CC(Oc1ccc(Br)cc1)C(=O)NCCCN1CCCC1=O (configuration not stated) | 2.4 | -6 | / | / | / | / | 1.6 | -2 | /
O=C(Nc1nnc(COc2ccc(Cl)cc2)s1)c1ccc([N+](=O)[O-])cc1 | -0.5 | 3 | 122 | 1 | -7 | 17 | -0.1 | -15 | -10
Cc1ccc(/C=N/NC(=O)c2nnn(-c3nonc3N)c2C)o1 | / | -5 | 105 | 7 | 7 | 3 | / | / | 1
O=C(Nc1cccc(Cl)c1)N1CCCC1 | 2.4 | 0 | 97 | -6 | -4 | -1 | 1.6 | -7 | 8
COc1ccc(N(C)C(=O)c2ccc3nc(-c4ccccc4)c(-c4ccccc4)nc3c2)cc1 | 0.4 | 2 | 88 | 2 | -20 | -19 | -0.7 | -13 | 15

Arranged by number of heavy atoms (low to high): some entries from above
structure | V1R ag counter | GalR3 antagonist | MEKK2wt PB1 HTS | PfM18AAP inh | GPR7 antagonist | MEKK2 mut-MEK5 | OXTR ag | OXTR potentiate | NALP1 inh
Cc1cc(NC(=O)Nc2ccc(F)cc2F)n(C)n1 | 0.3 | -2 | 101 | -7 | -9 | -4 | -0.2 | -3 | 14
Cc1ccc(/C=N/NC(=O)c2nnn(-c3nonc3N)c2C)o1 | / | -5 | 105 | 7 | 7 | 3 | / | / | 1
COc1ccc(CN2CCCC(C(=O)Nc3cccc(-n4cccn4)c3)C2)c(F)c1 (configuration not stated) | 2.8 | 0 | 116 | -1 | 1 | 8 | 2.6 | -9 | 14

Continuation.
structure | V1R ag counter | GalR3 antagonist | MEKK2wt PB1 HTS | PfM18AAP inh | GPR7 antagonist | MEKK2 mut-MEK5 | OXTR ag | OXTR potentiate | NALP1 inh
CC(C)CN(C(=O)COC(=O)CNC(=O)c1sc2ccccc2c1Cl)C1CCS(=O)(=O)C1 (configuration not stated) | -0.5 | -4 | / | / | / | / | -0.8 | 2 | /
O=C(CNC(=O)c1ccc(Cl)c([N+](=O)[O-])c1)OCN1C(=O)c2ccccc2C1=O | -0.3 | -3 | / | / | / | / | -0.5 | -6 | /
CC(=O)c1c(C)nc2ccccn12 | 0.0 | -5 | / | -6 | -1 | / | 1.3 | 1 | 11
O=C(Nc1cnn(Cc2ccc(Cl)c(Cl)c2)c1)c1nc2ncccn2n1 | 1.5 | 0 | 105 | -3 | -4 | 12 | 1.4 | -19 | -21
Cc1ccc(SCCCCN2CCNCC2)cc1 | 3.5 | -5 | 101 | 5 | 4 | -2 | 0.6 | -12 | 0
Cc1nn(-c2ccccc2)c(Cl)c1C(=O)Nc1ccccc1 | -1.0 | -4 | 99 | 5 | -7 | 2 | -1.9 | -5 | -8
CCCSc1nnc2c(n1)OC(c1cccn1C)N(C(C)=O)c1ccccc1-2 (configuration not stated) | 0.4 | -5 | 107 | -7 | 1 | 4 | -0.7 | 5 | 15
COc1ccc(-c2cc(=O)oc3cc(OCC(=O)NCc4ccccn4)ccc23)cc1 | 1.7 | 0 | 106 | 3 | 1 | 3 | 1.5 | -7 | 5
O=[N+]([O-])c1cccc(-c2c(-c3ccccc3)ncc3ccc(F)cc23)c1 | -1.6 | 3 | / | / | / | / | -1.3 | 0 | /
CCCc1cc(=O)oc2cc(OCC(=O)Nc3ccccn3)ccc12 | 4.8 | 1 | 103 | -3 | 5 | 0 | 2.8 | -8 | 11
CN(C)S(=O)(=O)c1ccc2c(c1)nc(CCC(=O)NCC1CCCCC1)n2C | -0.6 | -6 | 96 | -1 | -2 | 1 | 0.5 | -6 | 5
